M1 antag = blocks human M1 muscarinic receptor. 360,000 tested, 1.3% active. inhibition, % at 3 µM. AID 588852. CHO-K1 hM1, Fluo-8 calcium fluorescence, ACh EC80 antagonist;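 active = percent inhibition above its own plate's cutoff, namely the mean of that plate's compound wells plus 3 SD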;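 note: peak over basal fluorescence ratio during 140 s after agonist addition; 0% = ACh EC80 plus DMSO and 100% = DMSO alone without agonist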
M1 ag parental = nonselective activator or artifact in parental CHO-K1 cells | Fluo-8 calcium fluorescence; scaled to maximal ATP response, vehicle zero | activation, % at 3 µM | 360,000 tested, 0.48% active | AID 602248; in the data active = activation above about 15%;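 note: untransfected CHO-K1 host cells lacking M1 receptor as counterscreen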
TAAR1 antagonist = antagonists of human TAAR1. 360,000 tested, 1.5% active. CHO RD-HGA16 TAAR1, Fluo-8 calcium fluorescence, antagonist. inhibition, % at 3 µM. Q96RJ0;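 active = inhibition above a per-plate cutoff, the mean inhibition of test compounds on that plate plus 3 SD, cut at about 49% in these data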;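 note: 0% = DMSO plus EC80 beta-PEA response and 100% = DMSO alone without agonist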
Target sequence (Q96RJ0 whole entry, looked up): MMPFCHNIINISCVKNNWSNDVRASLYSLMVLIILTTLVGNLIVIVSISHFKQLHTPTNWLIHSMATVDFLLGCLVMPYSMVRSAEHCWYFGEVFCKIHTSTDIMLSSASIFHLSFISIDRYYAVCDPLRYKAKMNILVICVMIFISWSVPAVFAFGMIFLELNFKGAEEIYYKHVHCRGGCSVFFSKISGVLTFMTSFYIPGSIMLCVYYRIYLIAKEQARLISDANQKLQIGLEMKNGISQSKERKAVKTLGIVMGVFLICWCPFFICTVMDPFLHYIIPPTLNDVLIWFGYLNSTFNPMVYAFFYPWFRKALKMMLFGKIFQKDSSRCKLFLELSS
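Test system: hTAAR1-expressing CHO RD-HGA16 cells, Gα16-coupled; Probe or stimulus: EC80 β-phenethylamine stimulus; Compound dosing: single nominal final test compound concentration of 3 µM; Timing: 140 s kinetic read after compound, 140 s after agonist; Signal: Fluo-8 calcium-sensitive fluorescence; Measure: % inhibition of agonist calcium response; Controls: DMSO and EC80 PEA controls.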
TAAR1 agonist = agonists of human TAAR1; activation, % at 3 µM; CHO RD-HGA16 TAAR1, Fluo-8 calcium fluorescence; vehicle wells 0%, saturating PEA agonist 100%; Q96RJ0; 360,000 tested, 0.99% active;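 active = activation above the mean activation of all test compounds in the run plus 3 SD, cut at about 38% in these data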
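Test system: RD-HGA16 (CHO) cells co-expressing Gα16 and hTAAR1; dosing: one-point dosing at 3 µM (nominal); timing: 17-24 h seeding, 75 min 37 °C dye, 30 min RT; signal: kinetic Fluo-8 calcium fluorescence; read-out basis: % activation relative to PEA EC100 response; controls: DMSO and PEA EC100; replicates: n 1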
OXTR potentiate = human OXTR potentiation; P30559; CHO-OTR cells, Fluo-8 calcium fluorescence, potentiator mode; 0% = oxytocin EC15, 100% = EC100; activation, % at 3 µM; 320,000 tested, 0.061% active;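 active = activation above that plate's cutoff, the mean activation of tested compounds plus 3 SD, cut at about 6.6% in these data, passing the limit was not always enough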;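 note: 100% uses oxytocin at 75 nM as the full agonist control; some results filed as inactive read as strong as hits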
Target sequence (P30559 whole entry, looked up): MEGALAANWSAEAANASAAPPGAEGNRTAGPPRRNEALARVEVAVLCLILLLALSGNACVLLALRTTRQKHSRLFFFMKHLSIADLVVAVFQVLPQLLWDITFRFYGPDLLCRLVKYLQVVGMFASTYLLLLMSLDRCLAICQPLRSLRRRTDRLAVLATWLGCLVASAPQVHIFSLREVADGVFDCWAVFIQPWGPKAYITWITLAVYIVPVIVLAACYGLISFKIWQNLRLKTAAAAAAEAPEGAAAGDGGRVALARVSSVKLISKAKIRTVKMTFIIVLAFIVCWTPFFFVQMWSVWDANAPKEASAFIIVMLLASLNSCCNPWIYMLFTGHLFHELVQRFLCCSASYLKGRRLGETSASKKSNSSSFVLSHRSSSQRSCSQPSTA
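assay system = CHO-OTR cells, human receptor | schedule = compound 6 min at room temperature before oxytocin, 100 s read | detection = Fluo-8 intracellular calcium fluorescence, ex 470-495, em 515-575 nm | evaluation = normalized max/min fluorescence ratio, % activation | control set = EC15 oxytocin alone as 0%, 75 nM oxytocin (EC100) as 100%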
CHRM1 agonist = agonists of human M1 muscarinic receptor. P11229. CHO-K1 hM1, Fluo-8 calcium fluorescence, agonist mode; 0% DMSO, 100% acetylcholine EC100. activation, % at 3 µM. 360,000 tested, 0.33% active;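 active = activation above the run's mean compound activation plus 3 SD, cut at about 16% in these data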;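 note: peak over basal fluorescence ratio within a 140 s kinetic read after compound addition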
CHO parental Ca = counter-screen for OX1R antagonists: effect in parental CHO cells; parental CHO-K1, ATP-induced calcium, Fluo-8 fluorescence; inhibition, % at 5.6 µM; 330,000 tested, 0.63% active; AID 463079;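 active = inhibition above that plate's mean sample inhibition plus 3 SD, cut at about 26% in these data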;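 note: 0% = ATP-challenged DMSO wells and 100% = DMSO wells without ATP; some compounds past the cut are filed as inactive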
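Material – parental CHO cells · Reagent – ATP stimulus · Compound – single nominal dose of 5.6 µM per compound · Detection – Fluo-8 fluorescence · Read-out basis – percent inhibition of calcium signal · Controls – ATP-challenged DMSO wells low, unchallenged DMSO wells high · Repeats – no replicates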
M1 PAM parental = M1 PAM counterscreen hit in parental CHO-K1 cells; ATP EC20, Fluo-8 calcium fluorescence; 0% at ATP EC20, 100% at ATP max; activation, % at 3 µM; 360,000 tested, 0.02% active;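 active = activation above the run cutoff, the mean activation of all test compounds plus 3 SD, cut at about 40% in these data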;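 note: peak over basal fluorescence ratio in a 140 s read after ATP addition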
CHO-K1 Ca antag = M1 antagonist counterscreen hit in parental CHO-K1 cells; ATP-induced calcium, Fluo-8 fluorescence; inhibition, % at 3 µM; 360,000 tested, 0.6% active; AID 602250;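 active = inhibition above a per-plate cutoff, the plate's mean sample inhibition plus 3 SD, cut at about 24% in these data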;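 note: 0% = DMSO plus EC80 ATP and 100% = DMSO alone without ATP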
* = called active by the depositor; . = no result given.

SMILES	M1 antag	M1 ag parental	TAAR1 antagonist	TAAR1 agonist	OXTR potentiate	CHRM1 agonist	CHO parental Ca	M1 PAM parental	CHO-K1 Ca antag
CCOc1cc(C(=O)Nc2ccc(N3CCOCC3)cc2)cc(Br)c1OC	-2.6	0.8	-42.4	-1.1	-9.1	-5.4	-14.3	-10.2	-12.1
CCCCNC(=O)c1nc(C2CCN(S(=O)(=O)c3ccc(F)c(F)c3)CC2)oc1-c1ccccc1	-29.1	1.7	0.9	3.7	.	0.1	.	9.6	-18.9
O=C(CCCN1C(=O)c2ccccc2C1=O)Nc1ccccc1C(=O)N1CCOCC1	-30.5	0.4	13.8	1.3	-10.4	0.2	-20.7	23.5	-15.6
O=C(NCC1(c2ccccc2)CCCC1)C(=O)N1CCOCC1	-7.7	0.5	-5.2	-2.1	-4.1	-0.6	6.6	16.2	-4.0
Cc1ccc(C(=O)Nc2cccnc2)cc1[N+](=O)[O-]	-0.6	1.2	-12.1	2.2	-8.2	-6.1	-2.8	16.1	-8.0
Cc1nn(CC(=O)NCCc2ccccc2)c(=O)c2cc3occc3n12	5.0	0.5	-26.1	15.3	-4.6	-1.6	-6.6	4.1	-5.3
Oc1ccc(-c2nccc(-c3ccc(Cl)cc3)n2)cc1	-7.9	0.1	4.3	1.1	-21.4	-8.4	4.5	21.5	-12.0
Cn1cccc1/C=N/NC(=O)c1cc(-c2cccs2)nc2ccccc12	-10.8	1.3	6.1	3.0	-4.2	2.1	-37.9	34.6	-18.8
COc1ccc(NC(=S)N(CCc2ccc(OC)c(OC)c2)Cc2ccccn2)cc1	-17.3	1.2	-3.4	1.3	-10.3	-5.1	-19.3	-5.2	-12.7
OC(CCN1CCC2(CC1)OCCO2)C(F)(F)F (stereo not given)	6.2	0.1	-21.8	0.8	2.3	-5.2	-6.0	-10.0	2.3
Cc1nc(-c2ccc(Cl)cc2)sc1C(=O)O	-8.8	-0.2	-4.4	0.0	-6.3	-1.8	-10.9	7.1	-9.3
COc1ccc(N(CC(=O)NCCc2ccc(OC)c(OC)c2)S(=O)(=O)c2ccc(OC)c(OC)c2)cc1	-4.1	0.8	18.5	7.9	-11.0	-5.4	-30.6	9.2	-7.0
CC1CCCC(NC(=O)CSc2nnc(-c3cccnc3)n2N)C1C (stereo not given)	2.9	0.0	-4.2	-0.1	-5.0	-3.4	-16.8	6.7	-16.1
COc1ccc(/C=N\NC(=O)c2cccc(F)c2)cc1COc1ccccc1	-3.5	2.3	31.1	4.0	-3.8	-3.7	-11.6	5.3	7.5
O=C(c1ccc(CS(=O)Cc2cccc(Cl)c2)o1)N1CCN(C2CCCCC2)CC1 (stereo not given)	7.8	0.6	2.4	-0.3	-5.6	-4.8	-16.7	-5.0	-6.9
CC(C)NC(=O)N(C)C[C@H]1Oc2c(NC(=O)Nc3ccc(C(F)(F)F)cc3)cccc2C(=O)N([C@H](C)CO)C[C@@H]1C	5.4	1.7	38.7	17.4	2.9	-2.9	-20.7	-6.8	-9.7
COc1cccc(NC(=O)COC(=O)Cc2ccc(Cl)cc2)c1	-18.2	1.0	20.5	6.2	-5.8	-1.6	-2.4	21.4	-15.7
COc1ccc(CNC(=O)COc2ccc(S(=O)(=O)NC(C)C)cc2)cc1	-7.7	0.8	-2.6	3.2	-2.6	-6.0	-18.5	30.8	-28.3
Cc1ccc(C(=O)NCCCNC(=O)c2ccc(C)nc2)cc1	-4.9	-0.3	-8.4	0.9	-3.6	-4.7	-13.8	10.8	-15.5
CCN(CC(=O)NCc1ccc(F)cc1)c1ccc(S(C)(=O)=O)cc1[N+](=O)[O-]	-16.3	0.9	-13.8	2.6	-4.3	-2.7	-7.0	12.6	-13.3
N=c1ccn2c(n1)O[C@H]1[C@H](O)[C@@H](CO)O[C@H]12	-7.3	0.6	-6.3	6.2	.	-4.0	.	8.2	-17.1
N=c1n(Cc2ccccc2)c2ccccc2n1CC(O)COc1ccccc1 (stereo not given)	-2.5	2.8	-4.2	13.0	-5.2	-0.4	-6.4	21.2	-3.3
COC(=O)C(Cc1ccccc1)NC(=O)CC(C)CC(=O)Nc1ccc(C)cc1 (stereo not given)	-3.9	0.4	-1.0	10.9	-5.9	-3.4	-1.5	4.2	-8.6
Cn1ncc([N+](=O)[O-])c1C(=O)Nc1ccc(Cl)cc1	-5.0	0.2	-13.4	9.0	-4.7	-6.3	-6.5	14.2	7.0
O=C(COc1ccc(Br)cc1)Nc1ccc(CN2CCOCC2)cc1	22.6	3.4	-6.2	8.5	-11.6	-4.0	-8.1	-4.0	2.0

The final four entries of the section before come first, to join the parts.
SMILES	M1 antag	M1 ag parental	TAAR1 antagonist	TAAR1 agonist	OXTR potentiate	CHRM1 agonist	CHO parental Ca	M1 PAM parental	CHO-K1 Ca antag
N=c1n(Cc2ccccc2)c2ccccc2n1CC(O)COc1ccccc1 (stereo not given)	-2.5	2.8	-4.2	13.0	-5.2	-0.4	-6.4	21.2	-3.3
COC(=O)C(Cc1ccccc1)NC(=O)CC(C)CC(=O)Nc1ccc(C)cc1 (stereo not given)	-3.9	0.4	-1.0	10.9	-5.9	-3.4	-1.5	4.2	-8.6
Cn1ncc([N+](=O)[O-])c1C(=O)Nc1ccc(Cl)cc1	-5.0	0.2	-13.4	9.0	-4.7	-6.3	-6.5	14.2	7.0
O=C(COc1ccc(Br)cc1)Nc1ccc(CN2CCOCC2)cc1	22.6	3.4	-6.2	8.5	-11.6	-4.0	-8.1	-4.0	2.0
CCOC(=O)/C=C(/C)N1N=C(c2ccc(OC)cc2)CC1c1cccc([N+](=O)[O-])c1 (stereo not given)	2.6	0.2	-5.1	0.2	-2.1	-5.4	-8.6	20.0	-2.6
CCOCCCNC(=O)c1cn(CC)c2ccc(S(=O)(=O)N(C)C3CCCCC3)cc2c1=O	10.4	4.4	31.3	8.3	2.0	-3.1	-20.4	-8.7	-1.3
CC(C)(C)C1=CC(O)(c2ccccc2)C=C(C(C)(C)C)C1=O	13.1	-1.0	21.9	-2.1	-15.0	-10.8	-11.8	8.3	-26.5
O=C(CCCc1cccs1)Nc1nc2c(s1)CCCC2	-5.6	-0.2	-5.3	4.9	-8.8	-3.8	-25.7	15.8	-12.3
Cc1ccc(C(=O)Nc2nnc([C@H]3C[C@H](O)[C@@H](CO)O3)s2)cc1	21.8	0.3	-16.6	2.3	.	-2.2	.	20.4	-9.1
CCOC(=O)c1ccccc1NC(=O)CC(C)CC(=O)O (stereo not given)	-3.0	0.7	10.9	12.2	0.7	-3.4	0.3	17.8	-3.9
COc1ccc2c(c1)c([C@@H]1[C@H](C)[C@H]3CCCC[C@H]3CN1S(=O)(=O)c1ccc(C)cc1)cn2C	-10.5	1.0	15.3	4.0	.	-3.8	-20.9	10.6	-19.0
C/C(=N/NC(=O)CCC(=O)Nc1ccc(Br)cc1)c1ccc(Br)cc1	-6.6	0.0	-29.5	-0.5	-4.3	-1.0	-3.9	-6.4	-8.2
c1coc(-c2cc(C3CCNCC3)[nH]n2)c1	0.8	-0.1	-17.9	4.8	-3.1	-15.6	-9.8	6.8	-6.6
CC(C)CN(C)C(=O)CCc1nnc(Cc2ccc(-c3ccccc3)cc2)o1	-8.6	3.0	2.7	2.4	-7.1	-4.6	-22.4	1.6	2.4
CCCCCCCCCC1(CC(=O)OCC)SCCN1C(N)=O (stereo not given)	9.5	3.2	5.8	2.9	.	0.0	.	13.7	-8.3
COc1ccc(Cn2c(=O)[nH]c3cc(C(=O)NCc4ccc5c(c4)OCO5)ccc3c2=O)cc1	-11.7	-0.1	-4.0	2.9	-8.5	-0.5	-17.7	6.1	-15.0
CCCn1c(NCc2ccco2)nc2c1c(=O)n(C)c(=O)n2C	-4.2	5.0	-0.2	4.3	-8.2	1.3	-5.8	15.6	-8.8
O=C(O)[C@@H]1CSC2c3ccccc3C(=O)N21 (stereo not given in full)	17.4	0.4	7.9	1.7	5.7	0.4	-7.4	-12.0	-1.9
COc1ccc(NC(=O)Cn2nc(C(=O)O)c3ccccc3c2=O)cc1OC	-4.7	0.4	-0.1	4.0	-16.4	-2.2	16.0	6.5	-6.3
COc1cccc(-c2ncc3ccccc3c2COC(=O)N2CCOCC2)c1	29.9	4.9	55.6*	22.9	-1.1	-7.7	-18.7	5.9	-12.7
NNC(=O)c1nnn(-c2nonc2N)c1CN1CCCC1	-5.2	0.5	-6.3	6.6	-14.2	-2.6	-14.9	16.8	-9.4
Cc1ccc(S(=O)(=O)N/N=C\c2ccc3c(c2)OCO3)c(C)c1	17.0	0.1	-12.0	-2.5	-7.5	-0.8	-0.9	8.0	21.4
CCN(CC)CCNC(=O)CCc1c(C)nc2c(c(C)nn2-c2ccc(C)c(C)c2)c1C	4.2	13.6	-10.5	0.1	.	-6.6	.	12.2	0.6
C(=C\c1ccc2ccccc2n1)/c1ccccc1	-2.9	-0.4	-35.5	1.9	-8.1	-5.1	-28.5	-20.6	3.0
Cc1cc(=O)n(CC(C)C)c(O)c1C#N	-21.2	0.4	5.5	13.0	-14.6	1.8	2.4	-2.4	-2.1
Cc1cc(C(=O)NC2CCCCCC2)c2ccccc2n1	3.1	-0.4	-28.9	1.4	0.3	-4.2	-20.0	-15.9	9.5
CCOC(=O)C1=CCN(S(=O)(=O)c2ccccc2Cl)C1c1cccc(Br)c1 (stereo not given)	5.5	0.4	27.8	0.5	.	-8.9	.	9.6	16.7
CCN(C(=O)COC(=O)c1ccc2c(c1)OCO2)c1ccc(F)cc1	-6.0	0.4	14.2	1.1	-8.2	-4.2	-0.1	-4.4	-7.4
CN(CC(=O)Nc1ccc(N2CCOCC2)cc1)C(=O)C12CC3CC(CC(C3)C1)C2	0.1	1.4	-10.6	1.7	-2.5	0.4	10.4	1.5	-7.0
COc1ccc(Cl)cc1S(=O)(=O)N1CCCC1	-0.5	0.4	-23.7	14.1	-4.1	-5.2	-3.4	4.8	-16.9
CC(C)(C)N(NC(=O)c1ccccc1)C(=O)c1cccc(C(=O)N(NC(=O)c2ccccc2)C(C)(C)C)c1	1.2	-0.1	-17.3	15.0	0.8	-1.8	-20.4	4.2	0.5
O=c1c2ccccc2ncn1-c1ccc(Cl)c(Cl)c1	-13.7	1.4	-0.5	8.1	-6.5	-6.1	-2.7	28.1	-19.2

The order is random; overall some 4.2% were active at least once.
